Bioassay records as filed in PubChem BioAssay.
mcGAS lum: blocks mouse cGAS activity | Q8C6L5 | recombinant cGAS, Kinase-Glo ATP depletion luminescence | inhibition, % at 12.5 µM | hit rate 0.15% among 160,000;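 further: 0% = negative control wells and 100% = reference inhibitor with no enzyme activity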
NPYLR7 agonist: mosquito NPYLR7 agonism | hit rate 0.15% among 270,000 | AID 1259423 | activation, % at 10 µM | HEK293T NPYLR7/Galpha15, GCaMP6s calcium fluorescence; in the data active means activation above about 40%;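 further: 0% = vehicle and 100% = reference agonist at the receptor; some compounds past the cut are filed as inactive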
hcGAS inh: blocks human cGAS activity. recombinant h-cGAS, ATP depletion, Kinase-Glo luminescence. inhibition, % at 12.5 µM. hit rate 0.081% among 290,000. AID 1259398;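 further: 0% = vehicle reaction and 100% = reaction without DNA for no activity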
The depositor's hits bear a star; · = not tested or not shown. Unless noted, no stated cut-off is given here; in the data, active means inhibition above about 40%; inactive means the rest.

Values run as follows: mcGAS lum | NPYLR7 agonist | hcGAS inh
CNc1nn(CC(=O)Nc2ccc(C)cc2)c(N)c1-c1nc(-c2ccccc2C)no1
  -8 | · | -3
COc1ccccc1NC(=O)Nc1cc(Cl)ccc1C
  · | -5 | 6
CCn1c(C)cc(C(=O)Cn2cnc3c2c(=O)n(C)c(=O)n3C)c1C
  · | 9 | -7
CCOC(=O)CNC(=O)N(CC(=O)N(Cc1cccn1Cc1ccccc1)C1CCCCC1)C(C)CC (stereo not drawn)
  -6 | · | -11
CC(=O)c1sc(NC(=O)c2cccc(Oc3ccccc3)c2)nc1C
  1 | -3 | 4
CN(C)S(=O)(=O)c1ccc(C(=O)Nc2nnc(-c3ccc4c(c3)OCCO4)o2)cc1
  -3 | -1 | 1
Cc1ccc(NC(=O)CC(=O)NCCS(=O)(=O)N2CCCC2)c(C)c1
  · | 7 | -2
CN(Cc1cccc(C(=O)Nc2ccnn2C)c1)Cc1cc(C2CC2)n[nH]1
  · | 14 | -1
CC(=O)c1cc(CN2CCOC(CCCc3ccccc3)C2)cs1 (stereo not drawn)
  · | 0 | 2
CN(C)CCCNC(=O)c1nnc2n(c1=O)CCN2c1ccccc1
  -8 | 0 | -13
CC(C)c1ccccc1OCc1nc(CN(C(=O)C2CCCC2)C2CC2)cs1
  -5 | 20 | -6
CCCC(=O)N1CCC1(C)C(=O)Nc1cccc(OC)c1 (stereo not drawn)
  · | 7 | -10
Cc1c(C(=O)NCc2ccco2)sc(=O)n1Cc1ccc(S(C)(=O)=O)cc1
  · | 8 | -9
Cc1nn(C)c(C)c1C(NC(=O)Nc1ccccc1N1CCN(C)CC1)C(F)(F)F (stereo not drawn)
  · | 12 | -8
CCOc1ccc(-n2c(C(C)N(CCc3ccccc3)C(=O)Nc3ccc(Cl)cc3)nc3ccccc3c2=O)cc1 (stereo not drawn)
  -2 | -3 | 3
O=C(COc1cccc(Cl)c1)N1CCN(c2nccc(-c3ccc(N4CCOCC4)cc3)n2)CC1
  -2 | 13 | -3
COc1ccc(NC(=O)CCc2nccs2)cc1Br
  · | 7 | -4
CCn1ccnc1CN1CCc2c([nH]c3ccccc23)C1C(C)(C)C (stereo not drawn)
  · | 4 | -7
COc1ccc(OC)c(CN(C(=O)CC2=CCNCC2)C2CCCC2)c1
  -12 | -4 | -4
CN(CCC(=O)Nc1ccccc1C#N)C1CCc2ccccc21 (stereo not drawn)
  · | -1 | 0
Cc1[nH]nc(CCC(=O)N2CCCC(c3ccn[nH]3)C2)c1C (stereo not drawn)
  · | 6 | -4
Cn1c(=O)[nH]c2nc(-c3ccccc3)[nH]c2c1=O
  · | -7 | 2
CCN1CCN(C(=O)CCC2CCN(C(=O)CCc3c(C)nn(C)c3C)CC2)CC1
  · | 3 | -7
Cc1ccc(C)c(C2=NN(C(=O)CN3CCOCC3)C(c3ccc(Cl)cc3)C2)c1 (stereo not drawn)
  -3 | 3 | 0
COC(=O)/C=C/c1ncn(C)c1CC=C(C)C
  -5 | -8 | -5
COc1ccccc1-c1cccc(-c2cccc(NC(=O)c3ccc(C(F)(F)F)cc3F)c2)n1
  -7 | -5 | -10
COc1ccc(CC(=O)Nc2cc(F)ccc2C)c(OC)c1
  · | 9 | -3
CCOc1ccsc1C(=O)N1CCC2(CC1)CC(C(=O)OC)c1ccccc12 (stereo not drawn)
  · | 1 | -7

Sorted by molecular weight (low to high): 12 of the compounds above.
Values run as follows: mcGAS lum | NPYLR7 agonist | hcGAS inh
COC(=O)/C=C/c1ncn(C)c1CC=C(C)C
  -5 | -8 | -5
COc1ccc(CC(=O)Nc2cc(F)ccc2C)c(OC)c1
  · | 9 | -3
CN(CCC(=O)Nc1ccccc1C#N)C1CCc2ccccc21 (stereo not drawn)
  · | -1 | 0
CCn1ccnc1CN1CCc2c([nH]c3ccccc23)C1C(C)(C)C (stereo not drawn)
  · | 4 | -7
COc1ccc(NC(=O)CCc2nccs2)cc1Br
  · | 7 | -4
COc1ccc(OC)c(CN(C(=O)CC2=CCNCC2)C2CCCC2)c1
  -12 | -4 | -4
CCOc1ccsc1C(=O)N1CCC2(CC1)CC(C(=O)OC)c1ccccc12 (stereo not drawn)
  · | 1 | -7
Cc1ccc(C)c(C2=NN(C(=O)CN3CCOCC3)C(c3ccc(Cl)cc3)C2)c1 (stereo not drawn)
  -3 | 3 | 0
CCN1CCN(C(=O)CCC2CCN(C(=O)CCc3c(C)nn(C)c3C)CC2)CC1
  · | 3 | -7
COc1ccccc1-c1cccc(-c2cccc(NC(=O)c3ccc(C(F)(F)F)cc3F)c2)n1
  -7 | -5 | -10
O=C(COc1cccc(Cl)c1)N1CCN(c2nccc(-c3ccc(N4CCOCC4)cc3)n2)CC1
  -2 | 13 | -3
CCOc1ccc(-n2c(C(C)N(CCc3ccccc3)C(=O)Nc3ccc(Cl)cc3)nc3ccccc3c2=O)cc1 (stereo not drawn)
  -2 | -3 | 3
